Compound activity deposited in PubChem by several laboratories.
dFosB activator = mouse delta FosB homodimer activation. purified delta FosB, TAMRA-CDK5 oligo fluorescence polarization; percent of positive-control signal above neutral wells. activation, % at 25 µM. 340,000 compounds, 0.99% hits. AID 493131;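 active = mean activation above about 17%, with every replicate also reaching it, limit read from the data, passing the limit was not always enough; inconclusive = only one of the two conditions met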;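 also: fluorescence polarization rise as delta FosB binds a TAMRA Cdk5 AP-1 oligo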
Target sequence (P13346 whole entry, looked up): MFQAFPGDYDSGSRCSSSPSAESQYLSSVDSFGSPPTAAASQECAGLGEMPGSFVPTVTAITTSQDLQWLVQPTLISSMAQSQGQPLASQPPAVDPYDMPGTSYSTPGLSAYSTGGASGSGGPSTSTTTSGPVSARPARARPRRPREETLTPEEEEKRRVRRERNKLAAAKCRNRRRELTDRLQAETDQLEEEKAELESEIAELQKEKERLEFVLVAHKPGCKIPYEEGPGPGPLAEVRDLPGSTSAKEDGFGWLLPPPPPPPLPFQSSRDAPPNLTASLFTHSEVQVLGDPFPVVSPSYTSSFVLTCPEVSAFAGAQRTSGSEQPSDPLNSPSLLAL
V-ATPase pH = alters yeast V-ATPase proton transport. 350,000 compounds, 0.37% hits. AID 504577. response, % at 10 µM. S. cerevisiae, pHLuorin cytosolic pH fluorescence; in the data active = response mostly above about 7.3%, no sharp cut-off; inactive = mostly below about 5.4%; also: actives read high; inactives centre near 0; some compounds called inactive have numbers as strong as hits; reference of the scale not given here
CAL PDZ FP-1 = blocks peptide binding to human CAL PDZ domain | 330,000 compounds, 0.02% hits | Q9HD26 | AID 504414 | purified CAL PDZ, TMR-peptide fluorescence polarization, 1 h | inhibition, % at 20 µM;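 active = highest replicate inhibition of at least 40%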;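 also: plate controls were DMSO neutral control wells for no effect and unlabeled competitor peptide control wells for full effect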
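material = purified tagged CAL PDZ domain construct (CerCALP) | compound dosing = 20 µM, one dose | times = 1 h at RT | measured by = fluorescence polarization from S- and P-plane intensities, G-factor corrected | read-out = inhibition from polarization loss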
Tat transport = blocks Tat-dependent protein export in E. coli | inhibition, % at 10 µM | AID 488895 | 340,000 compounds, 0.036% hits | E. coli MC4100 TorA-mCherry Tat export, fluorescence;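 active = mean replicate inhibition at least 50% and at least half of replicates individually reaching 50%; inconclusive = only one of the two criteria met; inactive = neither criterion met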;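 also: exported cargo escapes ClpAP degradation while cytoplasmic cargo is degraded and loses fluorescence; 0% = median of neutral control wells and 100% = median of NaSCN control wells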
CAL PDZ FP-2 = inhibitors of human CAL PDZ peptide binding; purified CAL PDZ, TMR-peptide fluorescence polarization, 1 h; inhibition, % at 24.9 µM; 300,000 compounds, 0.92% hits; AID 602252;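 active = mean inhibition of at least 30% with at least half of replicates also reaching 30%; inconclusive = no clear call, values can overlap the other calls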;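 also: 0% = DMSO neutral control and 100% = excess unlabeled competitor peptide PRC23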
Wnt bcat act = Wnt/beta-catenin pathway activation. 300,000 compounds, 1.2% hits. activation, % at 9.35 µM. Wnt/beta-catenin reporter cell assay, activator, plate reader; in the data active = activation above about 30%, passing the limit was not always enough; inconclusive = no clear call, values can overlap the other calls;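 also: 0% = neutral control wells and 100% = positive control wells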
Rtt109 HAT inh = blocks Candida albicans Rtt109/Vps75 acetyltransferase activity; purified Rtt109/Vps75, ThioGlo CoA-SH fluorescence, 4 h; AID 540336; Q5AAJ8; 330,000 compounds, 0.16% hits; inhibition, % at 34.9 µM;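 active = inhibition of at least 50% in every replicate; inconclusive = best replicate reaches 50% inhibition but some replicates fall short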
Target sequence (Q5AAJ8 whole entry, looked up): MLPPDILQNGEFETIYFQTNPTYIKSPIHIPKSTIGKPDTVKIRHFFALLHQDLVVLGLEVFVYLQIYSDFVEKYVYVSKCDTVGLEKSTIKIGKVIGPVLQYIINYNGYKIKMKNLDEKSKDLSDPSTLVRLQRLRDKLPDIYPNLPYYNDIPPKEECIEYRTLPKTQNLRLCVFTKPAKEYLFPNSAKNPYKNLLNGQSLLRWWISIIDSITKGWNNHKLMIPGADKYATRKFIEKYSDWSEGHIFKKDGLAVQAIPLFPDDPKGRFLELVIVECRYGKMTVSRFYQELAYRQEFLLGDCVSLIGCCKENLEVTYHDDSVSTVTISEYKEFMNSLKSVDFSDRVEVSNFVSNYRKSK
CDK5 inh = CDK5/p35 (human) kinase inhibition; AID 488839; Recombinant CDK5/p35, ADP-Glo luminescence, 60 min; 330,000 compounds, 0.01% hits; Q00535+Q15078; inhibition, % at 10 µM;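 active = highest replicate inhibition of at least 50% and at least 75% of replicates reaching 50%; inconclusive = only one of the two criteria met; inactive = both criteria failed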;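 also: plate controls were DMSO neutral control for no effect and GW8510 at 10 µM for full effect; many of its hits are not listed in these tables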
cardiac RTF act = increases calcium sensitivity of human cardiac regulated thin filaments. P19429+P45379. IANBD-labeled TnC RTF fluorescence at EC20 calcium; 0% EC20 calcium, 100% full calcium. activation, % at 7.2 µM. 340,000 compounds, 0.24% hits. AID 493008;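 active = activation above the mean over all tested compounds plus 3 SD, cut at about 30% in these data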;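 also: rise in fluorescence read as greater calcium sensitivity of cardiac thin filaments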
MITF act = MITF TRPM1 promoter activation in melanoma cells; SK-MEL-5 TRPM1-promoter luciferase, 24 h; % of positive control, neutral wells = 0; activation, % at 12.5 µM; 300,000 compounds, 0.75% hits; AID 588334;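 active = mean activation of at least 80% with every replicate also reaching 80%; inconclusive = mean reaches 80% but some replicate falls short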;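 also: 0% = neutral control wells and 100% = parthenolide positive control wells; values of inactives mirror those of a sister screen read the other way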
The depositor's hits bear a star; u = inconclusive; x = no result given.

dFosB activator,V-ATPase pH,CAL PDZ FP-1,Tat transport,CAL PDZ FP-2,Wnt bcat act,Rtt109 HAT inh,CDK5 inh,cardiac RTF act,MITF act,SMILES
-9,0,-0.2,1,3,-2,16,-2.0,-1,3,COc1ccc(-n2c(CN3CCN(c4ccccn4)CC3)nc3ccc([N+](=O)[O-])cc3c2=O)c(OC)c1
-6,0,-2.3,3,-2,0,-5,-2.4,3,17,Cc1ccc(/C=C2/Sc3ccc(C(=O)N4CCN(c5ccccn5)CC4)cc3NC2=O)cc1
2,2,-2.6,-2,3,-4,-1,-0.7,4,x,COc1ccccc1NC(=O)C(CCS(C)(=O)=O)N1C(=O)c2ccccc2C1=O (stereo not given)
-8,0,0.0,-10,-5,1,-6,-1.8,-2,x,CCOc1ccc(NC(=O)CS(=O)(=O)c2cn(C)c3ccccc23)cc1
5,-4,-1.9,-7,0,15,6,0.8,0,74,Cc1ccc(C)c(OCc2cc(C(=O)N3CCOCC3)no2)c1
0,-5,-2.0,-5,0,2,x,2.9,-6,-12,CC(=O)Nc1sc(N/N=C\c2ccccc2F)nc1-c1cccs1
0,19,-1.1,-6,1,x,-5,1.6,1,-2,CCN(CC)CCCN1C(=O)C(O)=C(C(=O)c2sc(C)nc2C)C1c1ccco1 (stereo not given)
-3,1,x,13,-5,0,7,2.2,-1,1,Cc1nn(C)c2nc(-c3cccs3)cc(C(F)(F)F)c12
6,-1,-1.2,0,-1,8,2,-0.4,-3,x,CNC(=S)NC1CC2CCCC(C1)N2Cc1ccccc1OC (stereo not given)
-7,3,-2.0,14,-6,1,4,-0.1,-4,14,N#Cc1nc(COc2ccc(Cl)cc2)oc1N1CCCCCC1
-8,-6,-3.2,-9,0,0,5,-0.1,0,-11,COc1ccc(-c2nc(CN3CCN(C(=O)c4ccco4)CC3)c(C)o2)c(OC)c1C
7,3,-0.3,-1,-3,3,-5,7.3,-6,x,Oc1cc(-c2ccncc2)cc2cccnc12
-3,-3,-0.6,6,-3,-1,2,3.0,-4,-10,CC1=CC(=O)[C@@H](OC(=O)Nc2ccc(C)cc2)[C@@H](c2ccccc2Br)N1C
-2,-3,-1.9,-1,-2,4,-22,-2.5,-1,0,S=c1[nH]nc(COc2ccccc2)n1-c1ccccc1
-5,0,-0.9,-7,-1,x,-11,1.3,-1,-7,Cc1ccc(SCC(=O)O/N=C(\N)c2ccc([N+](=O)[O-])cc2)cc1
-54,-1,-6.8,11,x,0,6,-4.3,2,32,COc1nc(-c2ccccc2)cc(-c2ccc(OC)c(OC)c2)n1
0,-1,0.1,-2,-4,0,16,0.4,-3,-8,NC(=O)N/N=C/c1ccc([N+](=O)[O-])o1
-4,-2,-0.2,-8,-3,-5,4,1.0,-1,1,CC(OC(=O)CCN1C(=O)C2CC=CCC2C1=O)C(=O)c1ccc(F)cc1 (stereo not given)
1,0,0.1,-6,0,-1,2,1.1,2,4,CN(C)c1nc(SCc2ccccc2Cl)nc2c1CCCC2
-8,4,-2.5,-7,-5,-3,12,1.3,-1,40,O=C(Nc1ccc(Cl)cc1)C1=Cc2ccccc2OC1
-4,-3,-3.0,-2,-1,0,-12,-1.1,6,4,COc1cccc2c1Oc1ncccc1N(C(=O)CCC(=O)NCc1ccccc1F)C2
2,-2,0.1,-5,-5,1,1,-0.1,5,-5,O=S1(=O)N=C2CCCCCN2C(c2ccc(F)cc2)N1 (stereo not given)
-1,3,-1.2,2,-1,-1,1,0.6,-6,12,CCOc1ccc2nc(NC(=O)C3=NN(c4ccccc4)C(=O)CC3)sc2c1
-1,0,-2.1,0,2,-2,-2,1.1,-3,-3,O=C(CNCc1ccccc1)Nc1ccccc1-c1ccccc1
-2,4,-1.5,-2,-3,2,8,-1.4,7,x,O=C(Nc1ccc2snnc2c1)N1CCSCC1
-4,-2,-1.9,-1,-2,-2,-2,1.0,-1,5,Cc1ccc(NC(=O)CN(C)C(=O)COC(=O)CCS(=O)(=O)c2ccc(C)cc2)cc1
-6,2,-0.4,-2,-1,3,-6,0.9,-2,x,COc1ccccc1/C=N/Nc1nc(C)cc(C)n1
5,4,-0.6,-1,-3,7,2,2.9,2,8,O=S(=O)(CCOc1ccccc1)N1CCOCC1
-2,-1,-1.4,-1,-2,-1,41,-1.9,-27,-3,C=CCN1C(=O)C(Cc2ccc(C)cc2)S/C1=N/N=C/c1ccco1 (stereo not given)
3,1,-2.4,-24,-1,2,0,1.3,-4,3,FC(F)Oc1ccc(NC(=S)NCC2COc3ccccc3O2)cc1 (stereo not given)

Next section (four carried over from the part before).
dFosB activator,V-ATPase pH,CAL PDZ FP-1,Tat transport,CAL PDZ FP-2,Wnt bcat act,Rtt109 HAT inh,CDK5 inh,cardiac RTF act,MITF act,SMILES
-6,2,-0.4,-2,-1,3,-6,0.9,-2,x,COc1ccccc1/C=N/Nc1nc(C)cc(C)n1
5,4,-0.6,-1,-3,7,2,2.9,2,8,O=S(=O)(CCOc1ccccc1)N1CCOCC1
-2,-1,-1.4,-1,-2,-1,41,-1.9,-27,-3,C=CCN1C(=O)C(Cc2ccc(C)cc2)S/C1=N/N=C/c1ccco1 (stereo not given)
3,1,-2.4,-24,-1,2,0,1.3,-4,3,FC(F)Oc1ccc(NC(=S)NCC2COc3ccccc3O2)cc1 (stereo not given)
-3,9,x,1,16,6,1,-2.0,-3,28,O=C(Nc1nnc(C2CC2)s1)C1Cc2ccccc2CN1S(=O)(=O)c1cccs1 (stereo not given)
0,5,-1.1,-6,7,0,-3,0.4,9,-12,CC(C)(C)N1CC(C(=O)O)CC1=O (stereo not given)
-2,3,-2.2,2,-1,-3,-3,0.4,-2,-21,Oc1ccc(-c2[nH]ncc2-c2cccc3cccnc23)c(O)c1
-4,-2,-2.3,1,-3,2,5,-3.4,-2,2,CCOC(CNc1cc(C)nc2c(-c3ccccc3OC)c(C)nn12)OCC
0,0,-2.8,-6,-2,-1,14,-0.2,-9,4,CC(C)CN(C(=O)COC(=O)CSc1ccc(Br)cc1)C1CCS(=O)(=O)C1 (stereo not given)
0,-7,-1.8,2,-3,-2,-3,1.0,4,-6,COc1ccc(C(C)(C)C)cc1NC(=O)c1cccc(S(=O)(=O)N2CCN(C(C)=O)CC2)c1
-7,1,x,-6,7,-8,-1,-0.3,1,x,CCOP(=O)(OCC)c1nc(-c2ccc(C)cc2)oc1N1CCOCC1
12,-1,-1.5,-2,-3,-2,-5,2.2,-2,-3,COC(=O)[C@H]1CN(C(=O)c2ccccc2)C(=O)N1
-1,0,-1.3,-4,-4,-1,-1,x,5,1,CCC1=C(c2ccc(C)cc2)S(=O)(=O)N=C1N1CCC(C(=O)NCCCN2CCCCC2)CC1
-12,-2,-1.5,-3,4,-7,-7,0.7,1,4,O=C(NN1CCCCC1)c1cnn2c(C(F)F)cc(-c3ccccc3)nc12
4,-2,-2.0,0,-3,-14,-7,-0.3,-15,5,CC1=C(C(=O)OCc2ccc3c(c2)OCO3)C(c2ccc(O)c([N+](=O)[O-])c2)NC(=O)N1 (stereo not given)
-5,-6,-0.5,-3,-2,0,5,-0.9,2,-8,Cc1nnc(NC(=O)CSc2ccccc2N)s1
-1,0,-0.3,2,x,-2,-7,0.3,2,-11,Cc1ccc(CNC(=O)CSc2nc(C)cs2)cc1
0,-1,0.2,-3,-1,1,-2,-2.2,1,-5,Cc1ccccc1[C@@H](NC(=O)OC(C)(C)C)C(=O)OC(C)(C)C
u,2,0.1,-7,15,-1,4,0.9,-3,-4,O=C(CCNC(=O)c1ccc(Cl)cc1)Nc1nc2ccccc2[nH]1
0,-3,-0.2,-3,-3,x,5,1.1,2,-5,O=C(O)C1C2C=CC3(CN(CC(O)COc4ccccc4)C(=O)C13)O2 (stereo not given)
-2,-3,0.0,19,-1,-4,21,0.4,-5,-17,CCC(C)[C@H]1CNCCN1CCc1cc(C(F)(F)F)cc(C(F)(F)F)c1 (stereo not given in full)
-4,-4,-0.7,0,0,-3,4,2.7,-1,15,Cc1ccc(-c2nnc(SCC(=O)NCCN3C(=O)CSC3=O)n2C)cc1
2,1,-0.2,-7,-2,x,6,1.1,-3,x,Cc1cc(C(F)(F)F)nn1Cc1n[nH]c(=S)n1Cc1ccccc1
29*,0,-1.0,-11,-4,3,-10,0.1,-5,9,O=C(N/N=C/c1ccc(O)cc1)c1cc(-c2ccccc2)nc2ccccc12
-3,-3,-0.8,-5,-7,-4,-2,-1.4,4,-1,CCSc1nc(-c2ccccc2)c(C#N)c(=O)[nH]1
4,-2,x,2,-9,-2,5,0.0,5,1,O=S(=O)(NCc1ccccn1)c1ccc(F)cc1
-8,8,-0.4,-3,-6,0,6,-1.9,1,x,CCN(CC)C(=O)CSC1=Nc2ccccc2C2=NC(Cc3c[nH]c4ccccc34)C(=O)N12 (stereo not given)
0,2,-0.2,-5,x,x,-3,0.6,1,x,CCC(C)N=CC1=C(O)C(C(=O)OC)C(C)(C)CC1=O (stereo not given)
-5,13,-0.1,-2,3,-5,-8,0.5,-7,-8,CN1C(=O)N(C)C2(c3ccccc3)Nn3c(s/c(=C/c4ccco4)c3=O)=NC12c1ccccc1 (stereo not given)
-22,0,-0.3,-5,-2,0,9,1.6,-4,16,COc1ccc(C(=O)COC(=O)c2sc(C)nc2C)cc1OC
-5,2,-0.7,-7,-6,4,-101,-0.2,1,-10,C=CCNS(=O)(=O)c1cccc2cc(C(=O)O)c(O)cc12
8,1,0.4,9,-1,1,-2,-0.3,-1,12,CC1(C)CC(=O)N(c2ccc(C#N)cc2)C(=O)C1

Records listed above shown as hits in dFosB activator:
dFosB activator,V-ATPase pH,CAL PDZ FP-1,Tat transport,CAL PDZ FP-2,Wnt bcat act,Rtt109 HAT inh,CDK5 inh,cardiac RTF act,MITF act,SMILES
29*,0,-1.0,-11,-4,3,-10,0.1,-5,9,O=C(N/N=C/c1ccc(O)cc1)c1cc(-c2ccccc2)nc2ccccc12

Reprinted at random: four compounds from above
dFosB activator,V-ATPase pH,CAL PDZ FP-1,Tat transport,CAL PDZ FP-2,Wnt bcat act,Rtt109 HAT inh,CDK5 inh,cardiac RTF act,MITF act,SMILES
0,-1,0.2,-3,-1,1,-2,-2.2,1,-5,Cc1ccccc1[C@@H](NC(=O)OC(C)(C)C)C(=O)OC(C)(C)C
-7,1,x,-6,7,-8,-1,-0.3,1,x,CCOP(=O)(OCC)c1nc(-c2ccc(C)cc2)oc1N1CCOCC1
u,2,0.1,-7,15,-1,4,0.9,-3,-4,O=C(CCNC(=O)c1ccc(Cl)cc1)Nc1nc2ccccc2[nH]1
4,-2,x,2,-9,-2,5,0.0,5,1,O=S(=O)(NCc1ccccn1)c1ccc(F)cc1
